L3MBTL1 block = qHTS Assay for the Inhibitors of L3MBTL1. Lethal(3)malignant brain tumor-like protein 1 (Homo sapiens), Q9Y468. AlphaScreen L3MBTL1–H3K9me1 peptide binding. Potency, µM (doses to about 57.1 µM), for inactives: at the highest dose activity, negative = inhibition, actives largely listed as inhibitors. hit rate 0.66% among 230,000. AID 485360, 2010; active = well fitted inhibition curve with a large enough effect; inconclusive = small, poorly fitted or top-dose-only effect; inactive = no such curve, though single readings can be large or run the other way; also: nearly all actives have a fitted effect of over 60% in size
Target sequence (Q9Y468 whole entry, looked up): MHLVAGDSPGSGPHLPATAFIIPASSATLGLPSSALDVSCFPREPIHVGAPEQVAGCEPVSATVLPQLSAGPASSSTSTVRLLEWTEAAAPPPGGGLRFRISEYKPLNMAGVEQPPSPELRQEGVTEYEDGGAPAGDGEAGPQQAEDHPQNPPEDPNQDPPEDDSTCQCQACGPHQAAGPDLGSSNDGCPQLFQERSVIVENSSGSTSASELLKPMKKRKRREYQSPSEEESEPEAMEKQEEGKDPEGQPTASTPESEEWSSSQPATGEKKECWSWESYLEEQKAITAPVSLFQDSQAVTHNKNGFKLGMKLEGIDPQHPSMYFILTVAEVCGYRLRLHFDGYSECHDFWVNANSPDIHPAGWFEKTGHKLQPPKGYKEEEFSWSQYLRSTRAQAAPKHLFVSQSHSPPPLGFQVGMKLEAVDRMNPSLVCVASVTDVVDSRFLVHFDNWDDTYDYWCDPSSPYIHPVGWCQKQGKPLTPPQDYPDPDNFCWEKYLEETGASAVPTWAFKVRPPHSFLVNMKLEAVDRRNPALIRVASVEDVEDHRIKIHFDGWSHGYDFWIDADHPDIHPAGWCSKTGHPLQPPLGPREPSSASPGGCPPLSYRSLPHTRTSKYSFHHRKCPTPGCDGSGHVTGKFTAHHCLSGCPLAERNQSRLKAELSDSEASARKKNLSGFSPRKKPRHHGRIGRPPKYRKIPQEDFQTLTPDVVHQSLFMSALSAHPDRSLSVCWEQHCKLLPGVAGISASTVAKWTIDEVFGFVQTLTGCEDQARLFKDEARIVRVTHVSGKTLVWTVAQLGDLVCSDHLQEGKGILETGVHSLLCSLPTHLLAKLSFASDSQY
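L3MBTL1 (50 nM) pre-complexed 30 min with biotinylated H3(1-15)K9me1 peptide (75 nM), then compounds added for 30 min at room temperature; AlphaScreen streptavidin donor/nickel chelate acceptor beads (10 ug/mL final) read after 30 min dark incubation.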
Starred values were filed as active, the others as inactive; ? = inconclusive; [ ] = another dose, or the depositor's remark. % is scaled to controls: 0 for no effect and ±100 for the full control effect; potency is read from the fitted curve at half-maximal effect.

SMILES	L3MBTL1 block
CC[C@]12c3[nH]c4ccc(Cl)cc4c3CCN1C(=O)[C@@H](CC(=O)NCC13CC4CC(CC(C4)C1)C3)C[C@@H]2C(=O)N1CCN(C(=O)C2CC2)CC1	-6%
COc1ccc(C(CNC(=O)CNC(=O)c2cc(OC)c(OC)c(OC)c2)N2CCOCC2)cc1 (configuration not stated)	-4%
Cc1ccccc1NS(=O)(=O)c1ccc(C(=O)NCC2CCCO2)cc1 (configuration not stated)	1%
O=C(CSc1nnc(C2CC2)n1C1CC1)c1ccccc1F	3%
Cc1cc2occ(CC(=O)N(C)CC(=O)Nc3ccc(F)cc3)c2cc1C	-1%
Cc1cccc(CCN2C(Nc3ccccc3)=NC[C@@H]2C)c1	3%
O=C(COC(=O)/C=C/c1ccc(C(F)(F)F)cc1)NC1CC1	-3%
O=C(COC(=O)CCCN=C1NS(=O)(=O)c2ccccc21)NNC(=O)c1ccccc1	-4%
CCC(Sc1nc2ccncc2[nH]1)C(=O)Nc1ccc(C)c(Cl)c1 (configuration not stated)	-1%
CCCCn1c(N)c(N(CC)C(=O)c2ccco2)c(=O)[nH]c1=O	2%
COc1c(Br)cc(Br)cc1/C=N/NC(=O)c1cccnc1	4%
CC(C)(C)c1ccc(S(=O)(=O)NCc2ccccn2)cc1	-4%
O=C(COc1ccccc1)NC1CCSc2ccccc21 (configuration not stated)	-8%
COc1ccc(CNC(=O)C(C)Sc2ccc(S(=O)(=O)N3CCOCC3)cn2)cc1 (configuration not stated)	0%
Cc1ccc2[nH]c(C(=O)N3CCC(C(N)=O)CC3)cc2c1	2%[2.29 µM]
N#Cc1ccc(OCC(=O)Nc2ccc3[nH]c(=O)[nH]c3c2)cc1	5%
NC(=O)c1ccc(N2CCN(S(=O)(=O)c3cccs3)CC2)c([N+](=O)[O-])c1	-1%
Cc1nc(-c2ccc(F)cc2)c(CC(=O)N2CCN(S(=O)(=O)c3cccc(F)c3)CC2)s1	0%
COc1ccc(NC(=O)CN2CCN(S(=O)(=O)N(C)C)CC2)cc1	1%
Cc1ccc(F)cc1NC(=O)COC(=O)COc1ccc(C#N)cc1	6%
COc1ccc(NC(=O)C(OC(=O)c2cnc(C)cn2)c2ccccc2)cc1Cl (configuration not stated)	1%
Cc1nc(C(=O)O)cc2c1[nH]c1ccccc12	-10%
CCOc1ccc(OCC(=O)OC(C)C(=O)NC2CCCC2)cc1 (configuration not stated)	4%
COC(=O)c1ccc(NC(=O)Nc2ccc([N+](=O)[O-])cc2)cc1	32%
Cc1ccccc1C1NC(=O)c2ccccc2O1 (configuration not stated)	-2%
COc1ccc2c3c([nH]c2c1)[C@H]1C[C@H]2[C@H](C[C@@H](O)[C@H](OC)[C@H]2C(=O)O)CN1CC3	-10%
CCOc1ccc(S(=O)(=O)NCCC(=O)NCc2ccncc2)cc1	1%
Cc1ccc(NC(=O)Cn2cc([N+](=O)[O-])nc2C)cc1C	5%
Cc1ccc(S(=O)(=O)NCC(NCc2ccc(F)cc2)c2ccccc2)cc1 (configuration not stated)	9%
COc1ccc(OCCCC(=O)ON=C(N)c2ccccc2C)cc1	39%[activator]
CCOc1ncccc1C(=O)NNC(=O)c1ccc(NS(=O)(=O)c2cccs2)cc1	6%
O=S(=O)(NCC(c1ccco1)N1CCc2ccccc2C1)c1ccc(F)cc1 (configuration not stated)	-9%
COc1ccc(C)cc1NC(=O)COC(=O)c1ccc2c(c1)OCCO2	3%
Cc1ccc(S(=O)(=O)Nc2cccc3c2O[C@H](CN(C)C(=O)Nc2cccc4ccccc24)[C@H](C)CN([C@H](C)CO)C3=O)cc1	-1%
COc1ccc(Cl)c2sc(N3CCN(C(=O)C4=COCCO4)CC3)nc12	-1%
COCCN(C(=O)c1ccccc1)c1nc(-c2ccc(OC)cc2)cs1	2%
COc1ccc(C)cc1NC(=O)C1CCCCN1S(=O)(=O)c1ccccc1 (configuration not stated)	0%
Cc1ccc(C)c(COC(=O)c2cc([N+](=O)[O-])ccc2N2CCOCC2)c1	-5%
CC(C)n1ncc2c(C(=O)NCc3ccccc3CN(C)C)cc(C3CC3)nc21	-4%
CCCCn1c(N)c(N(CCC(C)C)C(=O)C2CCCN(C(=O)c3ccc(Cl)cc3)C2)c(=O)[nH]c1=O (configuration not stated)	-3%
CCC(=O)c1ccc(OCC(=O)OCC(=O)NCc2cccs2)cc1	4%
CCNc1nc(NCC)n2c(SCC(=O)Nc3ccccc3F)nnc2n1	-8%
CC1CCc2c(sc(NC(=O)c3ccc(N4C(=O)CCC4=O)cc3)c2C(N)=O)C1 (configuration not stated)	1%
O=C1C=C(c2cccc(Br)c2)C[C@@H](c2ccc3c(c2)OCO3)C1	-10%
CO[C@H]1CC[C@@]2(C)[C@@H](CC[C@@H]3[C@@H]2CC[C@@]2(C)[C@H]3C[C@H](C(=O)O)O[C@]23CCCO3)C1	?
O=C(Nc1ccccc1-c1ccccc1)c1ccccc1	-1%
CC1=C(C(=O)Nc2cccc(C(=O)NC(C)c3ccccc3)c2)SCCO1 (configuration not stated)	2%
CN(CC(=O)Nc1cccc(F)c1)C(=O)c1cc(S(=O)(=O)N2CCN(c3ccccc3)CC2)ccc1Cl	-6%
O=C(CN1CCCCC1)NC(=O)Nc1ccccc1F	8%
C=CCN(c1ccc(C(=O)NCCN2CCOCC2)cc1)S(C)(=O)=O	2%
Cc1ccc(S(=O)(=O)CC(=O)N(CCCN(C)C)c2nc3ccc(C)cc3s2)cc1	-14%
CCN(CC(=O)Nc1c(F)cccc1F)C(=O)C1CCN(S(=O)(=O)c2ccc(C)c(C)c2)CC1	8%
Cc1ccc(-c2cc(-c3ccc(C)cc3O)[nH]n2)cc1	-1%
CC(C)(C)c1ccc(NC(=O)CSc2n[nH]c(=O)n2C2CC2)cc1	7%
CC(C)[C@H](NS(=O)(=O)c1ccccc1)C(=O)Nc1ccccc1N1CCOCC1	2%
O=C(Nc1ccccc1N1CCCC1)c1cccc(S(=O)(=O)N2CCOCC2)c1	-8%
CCN(CC(=O)Nc1c(F)cccc1F)C(=O)C1CCC1	-3%
O=C(O)C1CC(O)CN1S(=O)(=O)c1ccc2ccccc2c1 (configuration not stated)	-6%
COc1cc(C(=S)N2CCCC2)ccc1OCC(N)=O	5%
CN(C)c1ccc(C(CNC(=O)c2ccc(-c3ccccc3)cc2)N2CCOCC2)cc1 (configuration not stated)	-9%

Among those listed so far, these have an aryl methoxy group.
SMILES	L3MBTL1 block
COc1ccc(C(CNC(=O)CNC(=O)c2cc(OC)c(OC)c(OC)c2)N2CCOCC2)cc1 (configuration not stated)	-4%
COc1c(Br)cc(Br)cc1/C=N/NC(=O)c1cccnc1	4%
COc1ccc(CNC(=O)C(C)Sc2ccc(S(=O)(=O)N3CCOCC3)cn2)cc1 (configuration not stated)	0%
COc1ccc(NC(=O)CN2CCN(S(=O)(=O)N(C)C)CC2)cc1	1%
COc1ccc(NC(=O)C(OC(=O)c2cnc(C)cn2)c2ccccc2)cc1Cl (configuration not stated)	1%
COc1ccc2c3c([nH]c2c1)[C@H]1C[C@H]2[C@H](C[C@@H](O)[C@H](OC)[C@H]2C(=O)O)CN1CC3	-10%
COc1ccc(OCCCC(=O)ON=C(N)c2ccccc2C)cc1	39%[activator]
COc1ccc(C)cc1NC(=O)COC(=O)c1ccc2c(c1)OCCO2	3%
COc1ccc(Cl)c2sc(N3CCN(C(=O)C4=COCCO4)CC3)nc12	-1%
COCCN(C(=O)c1ccccc1)c1nc(-c2ccc(OC)cc2)cs1	2%
COc1ccc(C)cc1NC(=O)C1CCCCN1S(=O)(=O)c1ccccc1 (configuration not stated)	0%
COc1cc(C(=S)N2CCCC2)ccc1OCC(N)=O	5%

Further compounds.
SMILES	L3MBTL1 block
Cc1ccc2c(c1)[C@H]1[C@H](CO2)[C@H](c2ccccc2)[C@]2(C)C(=O)Nc3cc(Cl)ccc3C(=O)N12	-12%
CC(C)(OC(=O)c1cccs1)c1cc2ccccc2c(=O)o1	7%
Cc1ccc(NS(=O)(=O)c2cccc(C(=O)Nc3cccnc3)c2)c(C)c1	0%
COc1cc(S(=O)(=O)NCCCn2ccnc2)ccc1F	-4%
Cc1cc(C)c2sc(N(CCCN(C)C)C(=O)c3ccc(S(=O)(=O)N(C)Cc4ccccc4)cc3)nc2c1	-1%
Cc1ccc(S(=O)(=O)N2CCC(C(=O)OCC(=O)N(C)c3ccccc3)CC2)cc1C	0%
CNC(=O)c1c(NC(=O)CS(=O)(=O)c2ccccc2)sc(C)c1C	-8%
COC(=O)Cc1ccc(OC(=O)c2cccc(S(=O)(=O)N3CCN(C)CC3)c2)cc1	4%
CCCN(CC(=O)Nc1ccccc1OC)C(=O)c1cccc(S(=O)(=O)NCc2ccccc2)c1	2%
O=C(COC(=O)c1cc(S(=O)(=O)N2CCOCC2)ccc1Cl)Nc1ccccc1Cl	7%
CC(=O)Nc1cccc(Oc2ccc3c(c2)C(=O)NC3=O)c1	1%[2.29 µM]
COc1ccc(CNCc2ccccc2C(F)(F)F)cc1	10%
COc1ccc2c(c1)[C@H]1[C@H](CO2)[C@H](c2ccccc2)[C@]2(C)C(=O)N(CC3CCCO3)CC(=O)N12 (some centres not stated)	-1%
CC(C)Oc1ccc(S(=O)(=O)N2CCOCC2)cc1NC(=O)CCCSc1ccccc1	-7%
CC(C)(C)OC(=O)N1CCC(Cc2cc(-c3ccc(Cl)cc3)no2)(C(=O)O)CC1	4%
C=CCN1C(=O)C(=O)N(CC(=O)c2ccc3c(c2)CCCC3)C1=O	-1%
O=C(NNC(=O)C1CC1)c1cc(=O)[nH]c2ccccc12	-3%
CCOc1ccc(N(CC(=O)N2CCN(C(=O)CN(c3ccc(OCC)cc3)S(C)(=O)=O)CC2)S(C)(=O)=O)cc1	4%
Cc1cccc(C(CC(=O)N2CCCCC2)c2ccccc2)c1O (configuration not stated)	1%
CCN(C(=O)CSc1nnc(-c2ccc(F)cc2)n1C)C1CCS(=O)(=O)C1 (configuration not stated)	-1%
CCOC(=O)CNC(=O)N(CCOC)CC1CCCN(C2Cc3ccccc3C2)C1 (configuration not stated)	3%
O=C(COc1cccc(F)c1)NNC(=O)c1cccc(-n2cccc2)c1	?
Cc1cc(C)nc(NS(=O)(=O)c2ccc(NC(=O)c3ccc(O)cc3O)cc2)n1	-1%
Cc1ccccc1S(=O)(=O)N1CC(C(=O)O)=CC[C@H]1c1ccc(Cl)cc1	0%
CCOc1ccc(S(=O)(=O)Nc2cccc(C(=O)NCC(c3ccco3)N3CCCC3)c2)cc1 (configuration not stated)	-6%
CCN1CCN(c2oc(-c3ccccc3C)nc2S(=O)(=O)c2ccccc2)CC1	-25%
COc1ccc(CCNC(=O)COC(=O)c2ccccc2NCCO)cc1OC	0%
COc1cc(NC(=O)COC(=O)c2ccccc2SCC(=O)N2CCCC2)cc(OC)c1	3%
Cc1cccc(C)c1OCC(=O)N(Cc1ccco1)C1CCS(=O)(=O)C1 (configuration not stated)	8%
CCC(=O)c1ccc(OC(=O)N2CCOCC2)cc1	-5%
COc1ccc(C(=O)OCC(=O)NCC2CCCCC2)cc1F	3%
COc1ccc(S(=O)(=O)N2CCC(C(=O)Nc3nnc(C)s3)CC2)cc1OC	-3%
c1ccc2c(C[C@@H]3CNCCN3CC3CCCCC3)cccc2c1	-7%
COc1cccc(NC(=O)CN(C)C(=O)C(C)Sc2ccccc2)c1 (configuration not stated)	3%
CS(=O)(=O)N(CC(=O)O)Cc1cccc(CN(CC(=O)O)S(C)(=O)=O)c1	10%
C#CCOCCOCCOCCNc1nc(N2CCN(C(=O)[C@H](CCCCN)n3cc([C@@H](N)C(C)CC)nn3)CC2)nc(N2CCN(C(=O)[C@H](Cc3cc4ccccc4[nH]3)n3cc([C@@H](N)C(C)CC)nn3)CC2)n1 (some centres not stated)	-10%
CCN(C[C@H]1N[C@@](C)(C(=O)OC)[C@H]2C(=O)N(C)C(=O)[C@@H]12)C(=O)Nc1ccc(Cl)cc1	4%
CN(Cc1ccccc1)C(=O)c1ncn(Cc2ccccc2)c1C(=O)N(C)Cc1ccccc1	-4%
COC(=O)C1CCN(S(=O)(=O)Cc2ccccc2Cl)CC1	9%
CCOc1cccc(-c2nc3c(s2)CCc2onc(-c4cccc([N+](=O)[O-])c4)c2-3)c1	-1%
O=[N+]([O-])c1ccccc1Nc1cccnc1	-5%
O=C(C1=COCCO1)N(Cc1nnc(-c2ccc(Cl)cc2)o1)C1CC1	6%
COc1cc(NS(=O)(=O)c2ccc3c(c2)C(C)(C)C(=O)N3C)cc(OC)c1	0%
COc1ccc(CNC(=O)Cn2cnc3c(SC)nc(N)nc32)cc1	1%
CCS(=O)(=O)N1CCC(C(=O)Oc2ccc(C)c(C)c2)CC1	0%
CCOc1ccc(CNC(=O)CCC(=O)n2ncc3ccc(Cl)cc32)cc1	0%
O=C(CC1SC(N2CCCCC2)=NC1=O)Nc1cccc(C(=O)Nc2ncccc2O)c1 (configuration not stated)	-10%
CCOc1ccc(NC(=S)NC23CC4CC(CC(C4)C2)C3)cc1	-2%
CN(CC(=O)Nc1ccc(F)c(F)c1F)C(=O)C1COc2ccccc2O1 (configuration not stated)	-1%
O=C(c1ccc(NS(=O)(=O)c2ccc3[nH]c(=O)[nH]c3c2)cc1)N1CCN(c2ccccc2)CC1	1%
COc1ccccc1N(CCC#N)C(=S)Nc1ccc(S(=O)(=O)N2CCOCC2)cc1	1%

Screening data (PubChem)

Not all compounds are listed; rates above refer to the full screens.
